Assay outcomes deposited in PubChem BioAssay by National Center for Advancing Translational Sciences (NCATS).
KB-3-1 cytotox – kills parental KB-3-1 adenocarcinoma cells; 1.4% of 400,000 active; KB-3-1 viability, CellTiter-Glo ATP luminescence, 72 h; Potency, µM (highest dose often 46.1 µM), for the others: top-dose activity change, negative = cytotoxic, most hits filed as cytotoxic; also: % is scaled to controls: 0 for no effect and ±100 for the full control effect; nearly all actives have a fitted effect of over 60% in size
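KB-3-1 cells, DMEM (no phenol red) + 10% FBS; compound by pin transfer, 72 h, 37 °C. Readout: CellTiter-Glo luminescence after 10 min. Data normalized, curve-fitted.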
HT1080 IDH1KD tx – HT-1080 IDH1 knockdown cell toxicity (counter line); 2% of 360,000 active; Potency, µM (top dose mostly 46.1 µM), for the others: at the highest dose activity, negative = toxicity, most hits filed as cytotoxic; HT-1080 IDH1 knockdown viability, ATP luminescence, 48 h; AID 686971;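 also: 0% = DMSO wells and -100% = cell-free medium wells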
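IDH1KD HT-1080 cells, 750/well, RPMI + 5% FBS; compound pinned after 2 h settling; 48 h, 37 °C; CellTiter-Glo luminescence; % activity normalised to DMSO and no-cell wells; curves fitted, classed by r2 and efficacy.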
HT1080NT lethal – kills 2HG-producing HT-1080-NT fibrosarcoma cells | HT-1080-NT fibrosarcoma viability, CellTiter-Glo ATP luminescence, 48 h | Potency, µM (highest dose often 46.1 µM), without a hit: at the top dose activity, negative = less viability, actives largely listed as cytotoxic | 1.6% of 360,000 active;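 also: NT is the 2HG producing partner of a matched IDH1 knockdown line; 0% = DMSO-treated cells and -100% = media-only wells without cells; nearly all actives have a fitted effect of over 55% in size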
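A 48-hour cytotoxicity screen used HT-1080-NT cells plated 2 hours before compound delivery. ATP-based CellTiter-Glo luminescence measured viability, normalized to DMSO and no-cell controls.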
KB-V1 cytotox – kills drug-selected multidrug resistant KB-V1 cells | KB-V1 MDR cells viability, CellTiter-Glo, 72 h | Potency, µM (highest dose often 46.1 µM), for inactives: at the highest dose activity change, negative = cytotoxicity, hits mostly cytotoxic | 3.4% of 400,000 active; also: % is scaled to controls: 0 for no effect and ±100 for the full control effect; nearly all actives have a fitted effect of over 60% in size
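Compound-treated KB-V1 multidrug-resistant cells, 72 h, 37 degrees C; viability by CellTiter-Glo. Fitted qHTS curves give the values.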
GLP1R ag – agonists of human GLP-1 receptor | HEK293 GLP-1R CRE-luciferase, luminescence, 4-6 h; cells express a hypersensitive GLP-1R form | AID 624172 | Potency, µM (highest dose often 45.6 µM), for inactives: top-dose activation, actives largely listed as activators | 0.007% of 380,000 active; also: % of control where 0% means no effect
Target sequence (P43220 whole entry, looked up): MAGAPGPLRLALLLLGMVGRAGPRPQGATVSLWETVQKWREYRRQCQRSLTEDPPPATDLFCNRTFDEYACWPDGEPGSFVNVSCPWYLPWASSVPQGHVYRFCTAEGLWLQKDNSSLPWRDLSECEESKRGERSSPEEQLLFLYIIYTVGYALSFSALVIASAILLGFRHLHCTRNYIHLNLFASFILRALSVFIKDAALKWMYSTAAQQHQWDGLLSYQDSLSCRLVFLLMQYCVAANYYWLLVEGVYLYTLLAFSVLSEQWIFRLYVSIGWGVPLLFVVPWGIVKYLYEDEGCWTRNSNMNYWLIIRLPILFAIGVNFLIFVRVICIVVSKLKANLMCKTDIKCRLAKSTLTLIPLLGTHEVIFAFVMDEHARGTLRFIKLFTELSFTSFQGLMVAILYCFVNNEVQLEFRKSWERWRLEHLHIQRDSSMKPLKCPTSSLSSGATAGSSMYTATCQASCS
GLP1R cytotox – cytotoxicity counter-screen for GLP-1 receptor inverse agonists. HEK293 cAMP-luciferase reporter cells, luminescence, 24 h. AID 624418. Potency, µM (highest dose often 38.3 µM), for inactives: at the highest dose activity change, negative = inhibition, most hits filed as inhibitors. 0.13% of 410,000 active;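 also: loss of luciferase light is scored as toxicity; % is scaled to controls: 0 for no effect and ±100 for the full control effect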
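To flag toxic compounds, the library was rerun on cells for 24 hr at 37 deg C and 5% CO2. Viability-linked luminescence was captured 12 min after adding luciferase detection reagent.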
TDP-43 yeast inh – inhibitors of TDP-43 toxicity in yeast | TDP-43 expressing yeast growth rescue, BacTiter-Glo, 24 h | Potency, µM (highest dose often 46.1 µM), without a hit: at the highest dose growth rescue (activation), actives largely listed as activators | 1.8% of 410,000 active; also: % of control where 0% means no effect; nearly all actives have a fitted effect of over 50% in size
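Readout is BacTiter-Glo luminescence of cell growth, so inhibitors register as activators. TDP-43-expressing yeast at OD600=0.02 in galactose medium, after raffinose pregrowth to mid-log, were incubated with compound for 24 hr at 30 deg C.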
GLP1R inv ag – inverse agonists of human GLP-1 receptor. HEK293 GLP-1R CRE-luciferase, luminescence, 24 h; GLP-1R form is constitutively active. P43220. 1.6% of 410,000 active. AID 624417. Potency, µM (series often up to 38.3 µM), without a hit: at the top dose activity change, negative = inhibition, hits mostly inhibitors; also: % is scaled to controls: 0 for no effect and ±100 for the full control effect; nearly all actives have a fitted effect of over 55% in size
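Inverse agonism was detected as reduced cAMP-driven luciferase luminescence after 24 h compound treatment. The cells were HEK293 clones expressing constitutively active human GLP-1R with the reporter. Reporter-only and GPR119 cell lines served as counterscreen controls.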
SW480 rerep – DNA re-replication induction in SW480 cells. SW480 DNA re-replication, Hoechst DNA content imaging, 48 h. Potency, µM (series often up to 46.1 µM), inactives show at the top dose re-replication activation, usual class: activators. 1.8% of 340,000 active. AID 624297; also: % of control where 0% means no effect; nearly all actives have a fitted effect of over 55% in size
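SW480 cells exposed to compounds for 48 hr at 37 C, 5% CO2, then Hoechst-stained 40 min. Nuclear DNA content imaged by fluorescence scanning (405 nm excitation, 500-530 nm emission); re-replication scored as increased high-intensity nuclei.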
* = called active by the depositor; ? = inconclusive; / = not tested or not shown; & = joins results of further samples; [ ] = dose if it differs, or a comment. Calls follow the shape of the dose curve; as a rule, active = well fitted curve in the direction sought with a large enough effect; inconclusive = small, poorly fitted or top-dose-only effect, or another doubt; inactive = no such curve, though single readings can be large; an effect the other way counts as inactive or inconclusive. Potency is read from the fitted curve at half-maximal effect.

SMILES | KB-3-1 cytotox | HT1080 IDH1KD tx | HT1080NT lethal | KB-V1 cytotox | GLP1R ag | GLP1R cytotox | TDP-43 yeast inh | GLP1R inv ag | SW480 rerep
CC(C)NC(NC(=O)/C=C/c1ccccc1)C(Cl)(Cl)Cl (stereo not drawn) | -7.1% | -20.7% | -8.7% | ? | -0.3% | 9.7% | 27.0% | ? | -2.9%
COc1ccc(Cc2c(-c3ccc(C#N)cc3)nc3c4ccccc4ccn23)c(C)c1 | 4.8% | 0.1% | 3.1% | -17.3% | -1.1% | 4.7% | 11.1% | 10.2% | /
COc1ccc(OC)c(/C=N/n2c(-c3n[nH]c4c3CCC4)n[nH]c2=S)c1 | 11.8% | -2.2% | -4.2% | 17.1% | ? | 3.3% | -1.5% | 33.1%[activator] | -4.1%
NC(=O)c1ccc(NCC2CCCO2)c([N+](=O)[O-])c1 (stereo not drawn) | -0.8% | 4.1% | 12.3% | ? | 15.7% | 4.0% | -6.7% | 34.0%[activator] | 1.3%
CC(SC1=NCCS1)C(=O)Nc1nnc(-c2ccc(F)cc2)s1 (stereo not drawn) | 3.5% | 10.0% | -2.7% | -8.8% | 0.9% | -0.5% | -2.9% | 9.4% | -1.4%
Cn1nc(-c2ccccc2)c(C(=O)NC(C(=O)O)c2ccccc2)c1Cl (stereo not drawn) | 16.4% | 19.8% | 13.6% | 19.0% | 0.4% | 0.8% | -17.2% | 2.3% | -9.1%
CCOC(=O)c1cc(C)n(-c2ccccc2)c1C | -7.9% | 11.2% | -3.4% | 10.9% | 16.7% | 1.5% | -0.2% | 3.9% | -75.9%[inhibitor]
CCOC(=O)C(CC)Sc1nnc(COc2ccc(C)cc2)n1-c1ccccc1 (stereo not drawn) | 4.9% | -4.2% | -18.0% | 0.0% | 5.7% | -45.7% | ? | ? | ?
S=C1SCN(Cc2ccccc2)CN1Cc1ccco1 | 21.4% | 5.8% | 7.7% | 13.9% | 1.9% | 0.7% | 21.2% | 14.3% | /
Cc1cccc(OCC(=O)O/N=C(\N)c2ccccn2)c1C | 12.5% | -12.1% | 14.7% | 4.3% | 7.8% | -0.1% | 11.2% | -7.1% | 0.0%
Clc1cccc(Cc2c(-c3ccco3)nc3c4ccccc4ccn23)c1 | -23.2% | ? | ? | ? | 21.1% | 4.3% | ? | ? | /
Cc1cccc(NC(=O)CSc2n[nH]c(-c3ccncc3)n2)c1 | 20.5% | 1.6% | 11.2% | 12.9% | -5.5% | 7.2% | -1.1% | -1.1% | -2.1%
COc1ccc2c(c1)c(=O)oc1cc(OCC(=O)NCC3CCC(C(=O)O)CC3)ccc12 (stereo not drawn) | 0.0% | 3.9% | 6.3% | 3.1% | 2.6% | -14.6% | 23.3% | 18.6% | -6.4%
C/C(=N\Nc1ccccc1)c1c(O)cc(C)oc1=O | -26.9% | 11.6µM* | ? | 8.1% | 5.6% | -19.6% | -16.9%[9.22 µM] | ? | -30.4%
CCn1cc(C(=O)O)c(=O)c2cnc(N3CCN(C(=S)Nc4ccc(F)cc4)CC3)nc21 | 8.5% | -1.0% | -16.2% | 0.0% | -2.1% | -4.8% | -7.8% | 11.5% | -10.7%
CC(=O)c1ccc(NC(=O)CCC(=O)OCC(F)(F)C(F)F)cc1 | 5.1% | 0.1% | -7.0% | 28.7% | 0.4% | -5.1% | 22.1% | 0.4% | -1.5%
CC(NC(=O)c1cccnc1Sc1ccccc1)c1ccc(S(N)(=O)=O)cc1 (stereo not drawn) | / | 5.9% | 3.1% | / | 5.3% | 6.7% | 18.9% | 72.9%[activator] | -3.1%
COc1ccc(/C=C2/C(=O)ON=C2C)cc1Cl | 16.9% | -9.2% | -22.6% | 1.9% | 0.2% | 1.5% | ? | -2.6% | ?
COc1ccc(NC2CCCN(C(=O)Cn3ccc(C)n3)C2)cc1OC (stereo not drawn) | / | -0.1% | 0.0% | / | -1.9% | -0.7% | 5.6% | 19.2% | -6.1%
Cc1cc(C)nc(N/C(=N/S(=O)(=O)Cc2ccccc2)Nc2ccccc2)n1 | 9.2% | 19.1% | 10.7% | 1.5% | 7.5% | -13.3% | -15.3%[0.397 µM] | -10.0% | 5.5%
CC1=C(C(=O)Nc2ccccc2)C2(CCCCC2)C(C#N)=C(SCC(N)=O)N1 | 7.2% | 6.4% | -1.0% | 1.1% | -12.3% | -15.8% | 1.3% | ? | ?
CCc1cc(C(=O)Nc2ccccc2N2CCOCC2)sc1C | -22.2% | 9.4% | 7.2% | 23.1µM* | 8.1% | -5.0% | 0.0% | -13.4% | -4.9%
Cc1nc(-c2ccc(Cl)cc2)sc1CCNC(=O)C(=O)Nc1ccc2c(c1)OCCO2 | -3.9% | / | / | -15.7% | / | 0.2% | 0.0% | 11.6% | /
Clc1cccc(Cl)c1-c1noc(-c2ccno2)n1 | 11.7% | 8.3% | 4.8% | 7.9% | -7.9% | 5.8% | ? | -5.2% | -23.5%
CCCc1cc(=O)n2[nH]c(NCc3c(F)cccc3Cl)nc2n1 | -3.2%&3.4% | -2.0% | -0.5% | ? | -21.1% | 31.9%&9.2%[activator] | 3.2%&17.2% | -5.9%&-2.6% | 1.0%
O=C(/C=C/c1ccco1)NC(=S)Nc1ccc(C(=O)O)cc1 | 8.5% | -6.7% | -3.1% | -8.8% | 0.9% | -7.4% | -10.6% | 18.6% | -5.3%
Cn1c(-c2ccc3ccccc3n2)nc2cnccc21 | -29.2% | -2.3% | -4.0% | 10.3µM* | 12.4% | 10.7% | -32.9%[inhibitor] | 130.9%[activator] | -2.5%
O=C(CN1CCN(c2ccc(F)cc2)CC1)c1ccc(O)cc1O | 0.9% | -2.9% | -0.7% | 7.3% | -0.2% | 1.4% | -1.9% | ? | ?
Cc1ccc(S(=O)(=O)N2CCCCC2)cc1C(=O)OCC(=O)N1c2ccccc2NC(=O)C1(C)C | 12.9% | 11.7% | 14.0% | 6.1% | 4.2% | -1.5% | -10.2% | 8.7% | 3.1%
CCOC(=O)c1cc(NC(=O)Nc2ccccc2Cl)c(C)nc1C | -1.2% | ? | 2.3% | -12.7% | 6.1% | 3.1% | -2.2% | ? | 2.4%
CCc1ccc(NC(=O)N2CCC(c3ccccc3)C2)cc1 (stereo not drawn) | 2.3% | 0.0% | -12.3% | -19.3% | 10.2% | -6.5% | 1.8% | ? | -7.7%
CSCC[C@H](NC(=O)OC(C)(C)C)C(=O)N1CCC(C(=O)N[C@@H](Cc2c[nH]c3ccccc23)C(=O)O)CC1 | -5.3% | 13.2% | 5.5% | -17.8% | -4.9% | 3.6% | 2.7% | 9.0% | 4.0%
CCN(C(=O)CSc1nnc(Cc2cccc3ccccc23)n1N)C1CCS(=O)(=O)C1 (stereo not drawn) | 11.1% | -2.0% | -8.5% | 24.6% | 0.9% | 3.7% | -11.4% | -10.8% | 4.7%[9.22 µM]
O=C(NCC[C@@H]1CC[C@@H](NS(=O)(=O)Cc2ccccc2)[C@@H](CO)O1)C1CC1 | -3.8% | 19.5% | 21.8% | -1.4% | / | -8.0% | 12.4% | 5.1% | /
Cc1cc(C)c(S(=O)(=O)N2CCOCC2)c(C)c1N(C)S(=O)(=O)c1ccccc1 | -4.5% | 8.0% | -2.8% | ? | -3.5% | 2.5% | 13.2% | 18.3% | -1.1%
CCOc1ccc(NC(=S)N(CCc2ccncc2)C(C)C)cc1 | -6.0% | 12.0% | 6.7% | -19.1% | 0.5% | 1.3% | 0.8% | -5.2% | -17.5%
O=C1c2ccccc2C(O)N1Cc1cccs1 (stereo not drawn) | 12.5% | 4.4% | -0.3% | 0.0% | 7.2% | -2.9% | 13.9% | 5.5% | -7.2%
O=C(Cn1ccc2cc(S(=O)(=O)N3CCCCC3)ccc21)NCc1ccccc1F | -37.1% | -17.3% | -15.1% | -18.4% | 4.8% | -6.7% | -1.9% | ? | -4.9%
CC(C)CCn1c(=O)c(C(=O)N/N=C/c2cccc(F)c2)c(O)c2ccccc21 | -4.0% | 11.2% | 13.5% | ? | -11.1% | -12.4% | -18.4% | 13.9% | -0.5%
NC(=O)c1ccccc1N/C=C/C(=O)c1cccs1 | -21.7% | -17.1% | -2.7% | -10.2% | -13.8% | -4.8% | ? | ? | 1.4%
O=C(Nc1nnc(-c2ccccc2Cl)o1)c1cccnc1 | -12.5% | ? | -20.2% | 0.0% | 9.5% | 35.8%[activator] | -20.5% | 0.0% | ?
CCC(=O)N1CCc2cc(S(=O)(=O)NC(C(=O)NCc3ccccc3Cl)C(C)C)ccc21 (stereo not drawn) | -0.7% | / | / | -9.4% | / | 2.9% | 5.6% | 2.9% | /

Record cards, from the list above.
CCOc1ccc(NC(=S)N(CCc2ccncc2)C(C)C)cc1 in the list: KB-3-1 cytotox: -6.0%; HT1080 IDH1KD tx: 12.0%; HT1080NT lethal: 6.7%; KB-V1 cytotox: -19.1%; GLP1R ag: 0.5%; GLP1R cytotox: 1.3%; TDP-43 yeast inh: 0.8%; GLP1R inv ag: -5.2%; SW480 rerep: -17.5%
CC(C)CCn1c(=O)c(C(=O)N/N=C/c2cccc(F)c2)c(O)c2ccccc21 in the list: KB-3-1 cytotox: -4.0%; HT1080 IDH1KD tx: 11.2%; HT1080NT lethal: 13.5%; KB-V1 cytotox: ?; GLP1R ag: -11.1%; GLP1R cytotox: -12.4%; TDP-43 yeast inh: -18.4%; GLP1R inv ag: 13.9%; SW480 rerep: -0.5%
